# Screening data deposited in PubChem BioAssay by Sanford-Burnham Center for Chemical Genomics.
# PfG6PD inh = PfG6PD enzyme inhibitors, primary screen, biochemical, fluorescence intensity, uHTS. glucose-6-phosphate dehydrogenase-6-phosphogluconolactonase (Plasmodium falciparum 3D7). PfGluPho enzyme, NADPH resazurin-diaphorase fluorescence. inhibition, % at 20 µM. hit rate 0.78% among 350,000. AID 504690, 2011;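 active = inhibition reaching at least a set limit at 20 µM in the primary screen, cut at about 59% in these data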;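 also: 0% = DMSO wells with substrate and 100% = DMSO wells lacking glucose-6-phosphate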
# SENP6 inh = SENP6 protease inhibitors, primary screen, biochemical, luminescence, uHTS; Sentrin-specific protease 6 (Homo sapiens), Q9GZR1; Recombinant SENP6 catalytic domain, aminoluciferin luminescence; inhibition, % at 10 µM; hit rate 1.8% among 330,000;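 active = inhibition above about 50% at the single tested dose, limit read from the data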;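 also: plate controls were DMSO wells with enzyme for no effect and DMSO wells lacking enzyme for full effect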
# SENP8 block-1 = human SENP8 protease inhibitors, primary screen, biochemical, fluorescence, Nedd8 protein substrate, uHTS; recombinant SENP8; inhibition, % at 20 µM; hit rate 0.64% among 360,000; AID 602440, 2012; in the data active = inhibition mostly above about 40%, no sharp cut-off; inactive = mostly below about 27%
# SENP1 inh = human SENP1 catalytic domain inhibitors, primary screen, biochemical, FRET, uHTS; Sentrin-specific protease 1 (Homo sapiens), Q9P0U3; recombinant SENP1 catalytic domain, CyPet-SUMO1-YPet FRET cleavage; inhibition, % at 10 µM; hit rate 0.21% among 360,000; AID 624204, 2012;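 active = inhibition at least 30% at 10 µM, raw YFP signal under a set limit, fluorescence ratio 0.5 to 1.5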;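 also: 0% = enzyme with DMSO and 100% = no enzyme wells; some results filed as inactive read as strong as hits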
#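 Controls: no-enzyme wells low, DMSO-plus-enzyme wells high control. Test system: human recombinant His6-tagged SENP1 catalytic domain enzyme. Reagent: SFCypet-SUMO1-SFYpet FRET protein substrate, 25 nM final. Doses: one dose per compound, 10 µM, 0.5% DMSO. Detection: FRET, CFP and YFP emission. Timing: 50 min reaction at room temperature.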
# HKDC1 inhibitor = HKDC1 hexokinase inhibitors, primary screen, biochemical, fluorescence, uHTS | inhibition, % at 20 µM | recombinant HKDC1, G6PDH/diaphorase resazurin coupled fluorescence | Q2TB90 | AID 493160, 2011 | hit rate 0.16% among 340,000;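 active = inhibition above about 35% when tested at 20 µM, limit read from the data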;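 also: plate controls were DMSO wells with enzyme for no effect and DMSO wells lacking enzyme for full effect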
# Target sequence (Q2TB90 whole entry, looked up): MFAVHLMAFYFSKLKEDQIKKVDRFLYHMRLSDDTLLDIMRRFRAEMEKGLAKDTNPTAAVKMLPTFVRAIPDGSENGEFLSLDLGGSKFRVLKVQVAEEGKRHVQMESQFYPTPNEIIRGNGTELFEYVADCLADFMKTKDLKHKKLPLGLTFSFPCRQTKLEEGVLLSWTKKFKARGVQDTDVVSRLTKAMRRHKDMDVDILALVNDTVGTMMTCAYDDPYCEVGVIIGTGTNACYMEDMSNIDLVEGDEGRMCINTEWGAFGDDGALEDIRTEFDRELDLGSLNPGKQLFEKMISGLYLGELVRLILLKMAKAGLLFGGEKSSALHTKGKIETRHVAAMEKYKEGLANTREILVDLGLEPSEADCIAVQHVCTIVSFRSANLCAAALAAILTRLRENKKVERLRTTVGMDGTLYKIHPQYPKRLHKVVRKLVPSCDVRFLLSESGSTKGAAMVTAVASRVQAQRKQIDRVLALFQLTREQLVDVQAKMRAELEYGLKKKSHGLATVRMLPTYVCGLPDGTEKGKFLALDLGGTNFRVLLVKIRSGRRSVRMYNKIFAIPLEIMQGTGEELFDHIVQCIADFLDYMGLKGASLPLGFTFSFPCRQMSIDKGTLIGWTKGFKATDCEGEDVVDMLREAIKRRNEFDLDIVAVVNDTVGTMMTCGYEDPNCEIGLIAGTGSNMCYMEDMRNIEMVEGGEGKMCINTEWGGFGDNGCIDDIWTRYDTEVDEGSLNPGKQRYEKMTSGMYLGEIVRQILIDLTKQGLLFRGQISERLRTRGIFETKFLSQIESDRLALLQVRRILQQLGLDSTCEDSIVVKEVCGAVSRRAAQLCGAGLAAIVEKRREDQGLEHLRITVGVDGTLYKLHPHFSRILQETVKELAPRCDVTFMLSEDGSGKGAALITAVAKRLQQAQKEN
#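 Assay system: recombinant HKDC1 hexokinase; detection: coupled resazurin fluorescence, excitation 525 nm, emission 613 nm; benchmarks: DMSO-plus-enzyme-mix negative control, buffer-substituted positive control; compound dosing: single 20 µM dose; schedule: 90 min at room temperature in dark; also added: glucose plus 1 mM ATP as hexokinase substrates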
# SENP7 block = SENP7 protease inhibitors, primary screen, biochemical, luminescence, uHTS | recombinant SENP7, Z-RLRGG-aminoluciferin luminescence, 40 min | hit rate 1.5% among 330,000 | AID 434973, 2010 | inhibition, % at 5 µM;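 active = inhibition above about 50% at the single test dose, limit read from the data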;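 also: plate controls were DMSO with enzyme for no effect and no enzyme buffer wells for full effect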
# Apaf-1 inh = inhibitors of human Apaf-1 apoptosome, primary screen, biochemical, DEVD-Rh110 fluorescence, uHTS; Apoptotic protease-activating factor 1 (Homo sapiens), O14727; reconstituted apoptosome caspase-3 activity; inhibition, % at 20 µM; hit rate 0.71% among 330,000; AID 489030, 2010; active = inhibition of at least 40% at 20 µM;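 also: plate controls were DMSO wells for no effect and DEVD-CHO caspase inhibitor wells for full effect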
#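 Material: reconstituted apoptosome with Apaf-1, cytochrome c, caspase-9, procaspase-3, dATP. Technique: Rh110 fluorescence intensity. Buffer or medium: pH 7.5 Hepes buffer with CHAPS, BSA, DTT. Times: 30 min plus 50 min, RT.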
# SENP8 block-2 = SENP8 protease inhibitors, primary screen, biochemical, luminescence; AID 2540, 2010; inhibition, % at 10 µM; Sentrin-specific protease 8 (Homo sapiens), Q96LD8; hit rate 1.2% among 330,000; purified SENP8, Z-RLRGG-aminoluciferin cleavage; in the data active = inhibition above about 50%
# Starred values were filed as active, the others as inactive; . = not tested or not shown.
SMILES,PfG6PD inh,SENP6 inh,SENP8 block-1,SENP1 inh,HKDC1 inhibitor,SENP7 block,Apaf-1 inh,SENP8 block-2
COc1cc(C(=O)N2CCN(S(=O)(=O)c3ccc(C)cc3)CC2)ccc1OCC(=O)N1CCOCC1,-8,.,7,0,-7,.,.,.
CCCCN1Cc2cc(C(=O)c3cc(OC)ccc3O)cnc2NC1=O,-2,26,-62,-14,-2,6,-1,9
CC12CCC(=O)N1C(C(=O)Nc1ccc(Cl)c(Cl)c1)CS2 (stereo not drawn),15,12,2,-1,-2,-2,10,9
Cn1c(=O)cc(Nc2ccc(Cl)cc2)[nH]c1=O,8,-8,8,-10,-4,-8,0,-2
Cc1ccccc1NS(=O)(=O)c1ccc(Cl)cc1,24,-20,2,1,-7,-5,0,3
COCc1nc2oc3ccccc3c(=O)c2cc1C(=O)OC,5,11,3,-1,0,1,-1,1
Nn1c(CSc2nc3ccccc3o2)nnc1CSc1nc2ccccc2o1,87*,-6,10,-2,10,1,7,-1
Nc1c(Br)c(=O)[nH]c(=O)n1-c1ccc(F)cc1,-8,-8,22,2,-3,-6,-5,-6
CC(C)(C)OC(=O)NC(CC(=O)OCc1ccccc1)C(=O)O (stereo not drawn),-8,8,-1,2,-6,6,-13,8
O=S(=O)(c1cc(Cl)ccc1Cl)N1CCN2CCCC2C1 (stereo not drawn),-4,7,22,-1,-4,7,-2,3
Cc1c(C)c2ccc(OCC(=O)N3CCN(c4ccccc4)CC3)cc2oc1=O,9,22,-103,0,-3,0,11,-3
COc1ccc(C(=O)NCC(c2cccnc2)N2CCN(c3ccccc3OC)CC2)cc1OC (stereo not drawn),2,11,0,0,2,2,-2,-3
CC(=O)Nc1ccc(S(=O)(=O)NCC2(N3CCOCC3)CCCCC2)cc1,1,2,-3,0,-6,-8,-1,-13
CCCCN1C(=O)/C(=C2/Sc3ccc(OC)cc3N2CC)SC1=S,4,15,18,-36,2,18,-3,-12
COc1ccc(CCNC(=O)C2CCN(S(=O)(=O)c3ccc(OC)c(OC)c3)CC2)cc1OC,-9,-7,19,-1,-4,1,0,-6
CC[n+]1c(/C=C(\C)Nc2ccccc2)sc2ccccc21,-8,.,20,-4,22,.,.,.
CCCCN1C(=O)CC(C(=O)O)C1c1ccc(OC)cc1 (stereo not drawn),3,0,23,1,-4,-1,10,3
O=C(C[C@H]1C/C=C\C[C@@H](Cc2ccc(F)cc2)C(=O)O[C@@H](c2ccccc2)CNC1=O)N[C@@H](CO)Cc1ccccc1,-14,-2,23,2,-1,2,-9,3
CC(/C=N/NC(=O)c1cccc(F)c1)=C\c1ccccc1,1,83*,-3,1,1,79*,18,67*
O=C(NCc1ccccn1)c1cccc(S(=O)(=O)Nc2ccc(SC(F)F)cc2)c1,-6,6,9,-1,-3,-4,2,1
C[C@H](CO)N1C[C@H](C)[C@@H](CN(C)C(=O)NC2CCCCC2)Oc2c(NS(=O)(=O)c3cccs3)cccc2C1=O,0,-7,0,1,2,8,13,-6
COc1ccc(-c2ccc(-c3nc4c(c(=O)[nH]c(=O)n4Cc4ccccc4)n3C)o2)c([N+](=O)[O-])c1,-4,3,-326,-43,2,2,2,3
CC(=O)N=C1SC2CS(=O)(=O)CC2N1c1ccccc1Cl (stereo not drawn),-11,-10,25,2,1,-2,-2,-1
CN(CCc1cn[nH]c1)C(=O)CC1C(=O)NCCN1Cc1cccc(Oc2ccccc2)c1 (stereo not drawn),4,20,-37,-10,-6,-9,13,1

# Quoted from the listing, eleven compounds:
SMILES,PfG6PD inh,SENP6 inh,SENP8 block-1,SENP1 inh,HKDC1 inhibitor,SENP7 block,Apaf-1 inh,SENP8 block-2
CCCCN1C(=O)/C(=C2/Sc3ccc(OC)cc3N2CC)SC1=S,4,15,18,-36,2,18,-3,-12
COc1ccc(CCNC(=O)C2CCN(S(=O)(=O)c3ccc(OC)c(OC)c3)CC2)cc1OC,-9,-7,19,-1,-4,1,0,-6
CC[n+]1c(/C=C(\C)Nc2ccccc2)sc2ccccc21,-8,.,20,-4,22,.,.,.
CCCCN1C(=O)CC(C(=O)O)C1c1ccc(OC)cc1 (stereo not drawn),3,0,23,1,-4,-1,10,3
O=C(C[C@H]1C/C=C\C[C@@H](Cc2ccc(F)cc2)C(=O)O[C@@H](c2ccccc2)CNC1=O)N[C@@H](CO)Cc1ccccc1,-14,-2,23,2,-1,2,-9,3
CC(/C=N/NC(=O)c1cccc(F)c1)=C\c1ccccc1,1,83*,-3,1,1,79*,18,67*
O=C(NCc1ccccn1)c1cccc(S(=O)(=O)Nc2ccc(SC(F)F)cc2)c1,-6,6,9,-1,-3,-4,2,1
C[C@H](CO)N1C[C@H](C)[C@@H](CN(C)C(=O)NC2CCCCC2)Oc2c(NS(=O)(=O)c3cccs3)cccc2C1=O,0,-7,0,1,2,8,13,-6
COc1ccc(-c2ccc(-c3nc4c(c(=O)[nH]c(=O)n4Cc4ccccc4)n3C)o2)c([N+](=O)[O-])c1,-4,3,-326,-43,2,2,2,3
CC(=O)N=C1SC2CS(=O)(=O)CC2N1c1ccccc1Cl (stereo not drawn),-11,-10,25,2,1,-2,-2,-1
CN(CCc1cn[nH]c1)C(=O)CC1C(=O)NCCN1Cc1cccc(Oc2ccccc2)c1 (stereo not drawn),4,20,-37,-10,-6,-9,13,1

# The listing picks up with the 2 entries that preceded the break.
SMILES,PfG6PD inh,SENP6 inh,SENP8 block-1,SENP1 inh,HKDC1 inhibitor,SENP7 block,Apaf-1 inh,SENP8 block-2
CC(=O)N=C1SC2CS(=O)(=O)CC2N1c1ccccc1Cl (stereo not drawn),-11,-10,25,2,1,-2,-2,-1
CN(CCc1cn[nH]c1)C(=O)CC1C(=O)NCCN1Cc1cccc(Oc2ccccc2)c1 (stereo not drawn),4,20,-37,-10,-6,-9,13,1
C[C@]12CCC(=O)C=C1[C@H](O)C[C@@H]1[C@@H]2[C@@H](O)C[C@@]2(C)[C@H]1CC[C@]2(O)C(=O)CO,2,-5,5,-8,-7,9,-6,8
O=C(c1ccc(N2C(=O)C3CC=C(Cl)CC3C2=O)cc1)N1CCOCC1 (stereo not drawn),-4,-3,12,1,-10,4,4,-12
CN(C(=O)COC(=O)c1ccc2ccccc2n1)c1ccccc1,3,-2,15,-1,-1,4,3,2
NC(=O)C1=C[C@@H](c2coc3ccccc3c2=O)C[C@@H](OCc2ccc(CO)cc2)O1,4,1,1,1,6,-1,3,9
O=C(OCc1nnc(-c2ccc(Br)cc2)o1)c1cncc(Br)c1,5,-1,38,-2,-1,9,19,-4
Cc1nc(C)c(C(=O)C2=C(O)C(=O)N(CCN(C)C)C2c2ccco2)s1 (stereo not drawn),-2,13,8,-1,-2,-1,-25,4
Cc1ccc(NC(=O)C2CCN(S(=O)(=O)c3cccc4nonc34)CC2)nc1,7,-4,12,8,-6,4,-15,4
Cc1ccn(CCC(=O)N2CCCC(CCC(=O)N3CCN(c4ccccn4)CC3)C2)n1 (stereo not drawn),-4,6,-30,2,-6,10,-4,-2
NC(=O)CSc1nnc(-c2cccnc2)n1CCc1ccccc1,9,4,27,0,-4,1,0,1
COC(=O)c1cc(OC)nc(OC)c1,0,-4,3,1,-5,4,-5,2
CCOC(=O)N(NC(=O)C(O)(CC(C)C)CC(C)C)c1ccccc1,1,5,15,2,-8,-7,0,-5
Cc1ccc(NC(=O)CN(C)C(=O)c2nn(C)c(=O)c3ccccc23)cc1,16,9,25,3,0,4,-26,4
Cc1cc(C)cc(N2CCCn3c2nc2c3c(=O)n(CC(=O)OCc3ccccc3)c(=O)n2C)c1,13,9,-4,0,-11,55*,21,1
Cc1ccc(C(=O)NCCc2nnc3ccc(SCC(=O)Nc4c(C)cc(C)cc4C)nn23)cc1,0,-25,-13,2,4,5,0,-4
Cc1ccccc1NS(=O)(=O)c1cc(C(N)=O)ccc1C,2,7,25,1,9,3,-13,-2
Cc1ccc(-c2nc(N)n(S(C)(=O)=O)n2)cc1,-7,-9,27,1,-3,12,1,-1
O=CC(=O)c1ccccc1,-4,-9,11,0,-4,-7,19,-12
COc1ccc(-n2ncc3c(N4CCC(C)CC4)ncnc32)cc1,9,37,-290,-38,2,29,13,25
Cc1cc(C)nc(SCC(=O)N2CCC(C(N)=O)CC2)n1,-1,-19,5,2,-15,1,-24,3
Cc1cccc(-c2ncc(CN3CCCC(CO)(Cc4cccc(Cl)c4)C3)cn2)c1 (stereo not drawn),30,5,13,-5,-5,-1,23,-5
CNC(=O)/C(C#N)=C1\SC(Cc2ccc(F)cc2)C(=O)N1c1ccccc1C (stereo not drawn),9,-15,7,6,-7,9,-14,-9
O=C(CCCc1nc(-c2ccccc2Cl)no1)N1CCOCC1,-16,-8,9,-1,10,-8,-6,-9
O=C(CCc1nc(-c2ccc(F)cc2)no1)Nc1cccc(C(=O)NC2CC2)c1,1,-8,2,-1,-1,-3,9,-9
COc1cccc(C2(c3cccc(OC)c3)CC2C(=O)Nc2ccc(F)cc2)c1 (stereo not drawn),115*,6,6,0,-6,6,15,-2
COc1cccc(C(=O)Nc2cccc3ccccc23)c1OC,11,0,3,1,3,-1,6,-10
CN1c2ccccc2Oc2nnc(Cl)cc21,-4,11,-396,-16,-6,-1,9,4
COc1ccc(CNC(=O)C(=O)NCCC2CCCCN2S(=O)(=O)c2ccccc2)cc1 (stereo not drawn),2,-1,8,0,4,-5,29,15
O=C(O)CCCN1C(=O)C2C3c4ccccc4C(c4ccccc43)[C@@H]2C1=O (stereo partly drawn),-2,-3,11,1,-3,-1,7,-9
NC(=O)c1ccc(NC(=O)CSc2nnc(-c3ccccn3)n2N)cc1,-11,-1,11,1,-6,4,-8,6
Cc1nc2ccc(C(=O)Nc3ccccc3Cl)cc2s1,6,-5,-4,-2,-6,5,-7,-5
O=c1[nH]n(-c2ccccc2)c(=O)c(Cl)c1Cl,5,-6,8,2,-2,-6,0,-10
Cc1cc(NC(=O)c2cccc(F)c2)no1,-4,25,14,-1,1,3,-6,-2
CCc1nn2c(N3CCOCC3)cc(C)nc2c1-c1ccccc1,-4,21,-120,1,0,4,5,2
COc1ccc(-c2nnc(SCC(=O)N/N=C/c3ccccc3C(=O)O)n2-c2ccccc2)cc1,-20,-8,12,4,-1,0,-1,4
COc1ccc(NC(=O)NNC(=O)COc2ccc3ccccc3c2)cc1,8,-20,0,2,2,6,1,-6
CCCC(=O)Nc1ccccc1Sc1ncnc2scc(-c3ccccc3)c12,-4,1,2,1,-6,5,10,-1
